Screening data (PubChem)
Gli-Sufu block: blocks Gli-Sufu signaling in a luciferase reporter | Sufu-KO-LIGHT fibroblasts, Gli luciferase reporter luminescence | 340,000 tested, 0.74% active | inhibition, % at 5 µM | AID 588413;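 active = inhibition above about 55%, limit read from the data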;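 also: 0% = DMSO-treated cells and 100% = wells with medium but no cells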
APJ agonist: activates the human apelin receptor APJ; CHO-K1 APJ PathHunter beta-arrestin, luminescence; 0% DMSO wells, 100% apelin; 330,000 tested, 0.11% active; activation, % at 20 µM;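 active = activation more than six SD over the plate average, tested at 20 µM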;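 also: 0% = DMSO alone and 100% = apelin-13 at 10 nM; some results filed as inactive read as strong as hits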
Target sequence (P35414 whole entry, looked up): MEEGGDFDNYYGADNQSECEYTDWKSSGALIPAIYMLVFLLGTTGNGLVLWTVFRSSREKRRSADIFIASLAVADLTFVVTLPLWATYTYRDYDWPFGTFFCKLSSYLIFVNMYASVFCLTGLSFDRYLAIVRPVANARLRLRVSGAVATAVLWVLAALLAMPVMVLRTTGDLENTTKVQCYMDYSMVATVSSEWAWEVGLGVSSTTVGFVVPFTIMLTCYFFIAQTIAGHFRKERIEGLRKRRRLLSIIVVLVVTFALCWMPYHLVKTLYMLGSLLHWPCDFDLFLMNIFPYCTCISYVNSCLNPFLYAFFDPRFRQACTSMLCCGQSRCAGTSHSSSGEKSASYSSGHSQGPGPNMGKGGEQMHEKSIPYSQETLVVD
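Material: CHO-K1 APJ beta-arrestin complementation cell line; Input: cell density 1000 per well; Incubation: compound stimulation 90 min at 25 °C, detection 60 min; Signal: luminescence from split beta-galactosidase complementation, Galacton Star/Emerald II substrate; Controls: DMSO-only wells as negative, 10 nM Apelin-13 as positive control.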
UBC13 polyUb: inhibitors of human UBC13 polyubiquitin chain formation. P61088. TR-FRET. inhibition, % at 20 µM. 330,000 tested, 0.47% active. AID 485273; in the data active = inhibition above about 45%, passing the limit was not always enough; inconclusive = no clear call, values can overlap the other calls
EBI2 block: blocks human EBI2 receptor beta-arrestin signaling; 360,000 tested, 0.81% active; inhibition, % at 5 µM; EBI2 beta-arrestin recruitment, luminescence, 7a,25-OHC stimulated; P32249; in the data active = inhibition above about 38%;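 also: enzyme fragment complementation signal reports receptor beta-arrestin coupling in cells; 0% = agonist plus DMSO wells and 100% = wells without agonist; some results beyond the cut were filed as inactive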
Target sequence (P32249 whole entry, looked up, the tested form may be a part): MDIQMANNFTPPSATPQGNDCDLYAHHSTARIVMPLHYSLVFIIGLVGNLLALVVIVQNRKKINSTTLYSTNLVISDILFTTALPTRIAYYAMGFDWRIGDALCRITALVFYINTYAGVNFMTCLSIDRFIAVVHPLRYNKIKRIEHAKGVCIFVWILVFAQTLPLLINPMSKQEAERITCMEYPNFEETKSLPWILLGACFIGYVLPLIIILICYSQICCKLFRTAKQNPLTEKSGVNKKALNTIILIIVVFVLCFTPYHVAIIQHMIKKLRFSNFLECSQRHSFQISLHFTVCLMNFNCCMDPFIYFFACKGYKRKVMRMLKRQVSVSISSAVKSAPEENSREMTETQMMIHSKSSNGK
CXCR6 block: CXCR6 (human) receptor inhibition; inhibition, % at 20 µM; 360,000 tested, 0.36% active; CHO-K1 PathHunter CXCR6 beta-arrestin, luminescence; in the data active = inhibition above about 34%, passing the limit was not always enough;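 also: antagonist mode with CXCL16 agonist at 10 nM final; 0% = 10 nM CXCL16 with DMSO and 100% = unstimulated wells without agonist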
Target sequence (O00574 whole entry, looked up): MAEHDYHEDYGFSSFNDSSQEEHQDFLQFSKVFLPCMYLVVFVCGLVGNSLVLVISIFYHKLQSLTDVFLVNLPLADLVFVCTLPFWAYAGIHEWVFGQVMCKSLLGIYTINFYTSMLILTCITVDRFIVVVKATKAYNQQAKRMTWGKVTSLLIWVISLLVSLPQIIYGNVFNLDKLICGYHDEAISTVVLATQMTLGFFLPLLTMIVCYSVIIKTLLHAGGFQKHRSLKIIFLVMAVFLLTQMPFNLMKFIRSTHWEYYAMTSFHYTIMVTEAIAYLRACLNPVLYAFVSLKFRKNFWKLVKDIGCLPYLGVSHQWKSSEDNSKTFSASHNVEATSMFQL
ATG4B inhibitor: ATG4B (human) cysteine protease inhibition. AID 504462. inhibition, % at 8.33 µM. 340,000 tested, 0.51% active. ATG4B cleavage of LC3-PLA2, NBD-HPC fluorescence, 1 h. Q9Y4P1; in the data active = inhibition above about 40%
CCR6 antagonist: CCR6 (human) receptor antagonism | 340,000 tested, 0.49% active | inhibition, % at 20 µM | CHO-K1 CCR6 PathHunter beta-arrestin, luminescence, CCL20-stimulated;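 active = compounds whose inhibition of the agonist-driven luminescence signal at 20 µM reaches about 50%, limit read from the data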;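 also: cells stimulated with CCL20 at 14 nM final; plate controls were DMSO with CCL20 for no effect and DMSO without agonist for full effect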
APJ antagonist: antagonists of human APJ apelin receptor; P35414; CHO-K1 APJ beta-arrestin complementation, luminescence; inhibition, % at 20 µM; 330,000 tested, 0.32% active;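 active = inhibition above about 40% at 20 µM, limit read from the data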;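 also: cells challenged with 10 nM apelin-13 agonist together with compound; plate controls were apelin-13 plus DMSO wells for no effect and DMSO wells lacking apelin-13 for full effect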
* hit, by the source's call; ? = inconclusive; . = no result given.

SMILES	Gli-Sufu block	APJ agonist	UBC13 polyUb	EBI2 block	CXCR6 block	ATG4B inhibitor	CCR6 antagonist	APJ antagonist
CC(C)(C)NC(=O)CCc1nnc(Cc2c[nH]c3ccccc23)o1	7	-4	5	-2	1	3	6	4
COc1ccc(-c2nnc3ccc(SCC(=O)N4CCN(c5ccccc5)CC4)nn23)cc1	21	.	.	0	-4	-8	-3	.
COC(=O)C1=C(C(=O)c2ccccc2)C(c2cccs2)n2nnnc2N1 (stereo not drawn)	2	1	-10	-3	7	1	22	9
CC[C@H](C)[C@@H]1NC(=O)c2cc([N+](=O)[O-])cc(F)c2OCC[C@@H](C(N)=O)NC(=O)[C@H](CCCCN)NC1=O	5	3	-1	-4	5	-6	11	14
CCc1csc(CCNC(=O)C2CCC(=O)N(Cc3ccccc3F)C2)n1 (stereo not drawn)	13	3	3	0	3	-2	5	-1
O=C(c1ccc2ccccc2c1)N1CCN(c2ccc([N+](=O)[O-])c(N3CCOCC3)c2)CC1	8	-3	-11	47*	-3	-19	7	-14
CC1CCCC(C)N1c1nnc(NC(=O)c2cc(-c3ccc(Br)cc3)on2)s1 (stereo not drawn)	13	2	-18	-10	2	16	-10	7
CCc1nn(-c2cc(Cl)ccc2OC)c2c1C(=O)CCC2	-6	4	-1	3	-2	0	-11	10
Cc1ccc(NC(=O)c2ccco2)c(NC(=O)c2ccc(Cl)cc2)c1	-8	-3	2	-2	4	3	5	20
CC(=O)N1CCN(S(=O)(=O)c2cccc(C(=O)NNC(=O)COc3ccc(F)cc3)c2)CC1	-3	0	9	0	-5	-7	5	0
COc1ccc(C(=O)CSc2nnc(-c3ccc(S(=O)(=O)N4CCOCC4)cc3)o2)cc1	-1	-1	4	-16	-1	0	-5	0
O=C(COc1ncnc2ccccc12)NCCCN1CCCC1=O	3	-2	2	-17	8	-2	8	-20
Cc1ccnc(NC(=O)c2ccc3c(c2)C(=O)N(CCC(C)C)C3=O)c1	-6	-7	0	15	-2	3	-9	-13
CC(=O)Oc1ccc2nc(-c3ccco3)oc(=O)c2c1	23	-2	8	4	2	6	7	10
O=S1(=O)[C@H]2C[C@@H]3C=C[C@@]2(CN1Cc1ccc(F)cc1)O3	-10	-4	5	-9	-2	7	0	1

Complete entries as entered above. Values in the order: Gli-Sufu block	APJ agonist	UBC13 polyUb	EBI2 block	CXCR6 block	ATG4B inhibitor	CCR6 antagonist	APJ antagonist
Results for CCc1csc(CCNC(=O)C2CCC(=O)N(Cc3ccccc3F)C2)n1 (stereo not drawn) : 13	3	3	0	3	-2	5	-1
Results for Cc1ccnc(NC(=O)c2ccc3c(c2)C(=O)N(CCC(C)C)C3=O)c1 : -6	-7	0	15	-2	3	-9	-13

Next entries.
SMILES	Gli-Sufu block	APJ agonist	UBC13 polyUb	EBI2 block	CXCR6 block	ATG4B inhibitor	CCR6 antagonist	APJ antagonist
COC(=O)c1sc(SC)c(S(=O)(=O)C(C)C)c1N	0	-1	8	-4	-8	-9	7	-5
O=C(O)CCCC(=O)Nc1ccc(-n2ccc(C(F)(F)F)n2)cc1	0	1	-8	6	-11	-4	8	8
COc1nc(OC)nc(N2CCC(C(=O)NC3CCCCCC3)CC2)n1	1	-2	0	9	31	3	-3	18
CCc1ccc(CN(C)C(=O)C2CCC(=O)N(Cc3cccc(OC)c3)C2)nc1 (stereo not drawn)	9	-1	-10	3	-2	-6	-3	-41
CCOCCCNC(=O)C(NC(=O)Cc1cccs1)c1ccc(C)cc1 (stereo not drawn)	-13	-4	14	7	3	-7	-13	6
CC(=O)c1cccc(Nc2cc(C)nc3c(C)cc(C)cc23)c1	18	-3	7	5	8	-14	18	-1
CCOc1ccccc1-c1nnc(SCC(=O)NC2CC2)n1CC	0	7	-6	-15	12	12	8	-12
CC(=O)C1=C(O)C(=O)N(c2ccc(C)cc2)C1c1ccc([N+](=O)[O-])cc1 (stereo not drawn)	-13	-4	-10	-3	8	-10	16	2
COCCNC(=S)N/N=C(\C)c1ccc(Cl)s1	-6	-7	8	9	26	8	39	22
Cc1oc2nc(SCC(=O)Nc3ccc(S(N)(=O)=O)cc3)nc(NC(=O)c3ccccc3)c2c1C	1	-2	13	0	13	-6	5	13
Nc1nnc(SCC(=O)Nc2ccc(F)c(Cl)c2)n1-c1ccccc1	-3	5	-11	-9	-2	-3	-6	-17
O=C(OCCOCCOC(=O)Oc1ccccc1)Oc1ccccc1	-4	.	.	5	-1	-4	4	.
COc1ccc(C2SCC(=O)N2c2nc3ccccc3s2)cc1 (stereo not drawn)	0	-5	4	13	-2	-8	6	44*
C/C(CC(=O)Nc1ccc(Cl)cc1C(F)(F)F)=N\NC(=O)c1cccs1	-3	0	1	6	-3	-11	5	20
COc1ccc(/C=N/Nc2cc(C)nc3ccccc23)cc1	55*	6	17	1	-5	-2	-3	-4
Cc1ccc(S(=O)(=O)N2CCN(C(=O)COC(=O)c3cnc(C)cn3)CC2)c(C)c1	-1	-1	-4	1	-5	1	11	-2
CCCNC(=O)CCNC(=O)[C@H](O)C(C)(C)CO	-3	.	.	-1	1	-6	18	.
COc1ccc(C(=O)NC2CCN(C(=S)Nc3ccc(C)cc3)CC2)cc1	-5	-2	-7	-6	-3	4	14	-27
CC(C)Oc1ccc(C(CC(=O)O)n2cnnn2)cc1 (stereo not drawn)	-2	0	-2	6	11	-3	7	14
COc1cccc([C@@H]2CC=C(C(=O)O)CN2S(=O)(=O)c2ccc(C)cc2)c1	-4	-4	-4	-5	0	3	-1	12
CCOc1ccc(CCNC(=O)COC(=O)/C=C/c2ccco2)cc1OCC	6	4	-9	3	-1	-7	11	-16
Cc1ccc(CNCC(O)(c2ccc(F)cc2)c2ccc(F)cc2)cc1	.	5	-2	0	-9	29	4	-11
CCN(CC)CCOc1c(Br)ccc2c1sc1nc3n(c(=O)c12)CCC3	-10	-3	3	3	-13	-6	7	11
COc1cccc(CNC(=O)C2CCCN(S(=O)(=O)c3c(C)n[nH]c3C)C2)c1 (stereo not drawn)	6	3	-1	1	3	-12	13	1
CC1CCCCC12NC(=O)N(CC(=O)NCc1ccccc1)C2=O (stereo not drawn)	3	-8	3	-2	-6	8	-9	4
COC(=O)c1ccc(Oc2ccc(C(C)(C)C)cc2)c([N+](=O)[O-])c1	10	-4	2	-5	-2	4	18	13
O=C(NNC(=O)c1cc(F)c(F)cc1Cl)c1ccc(NS(=O)(=O)c2cccs2)cc1	-7	-6	9	-3	6	-5	12	22
CCN(C(=O)COC(=O)Cc1cccc2ccccc12)C1CCS(=O)(=O)C1 (stereo not drawn)	-3	1	1	-13	-1	-14	-3	12
CCN(CC(=O)N1CCCC1)S(=O)(=O)c1cc(C)ccc1OC	12	30*	-6	6	4	0	16	9
CC(C)CC(CO)N1CCN(C(=O)c2cccc(C(F)(F)F)c2)CCC1=O (stereo not drawn)	17	4	3	-16	-14	-16	-2	15

Sorted by SMILES length (highest first): part of the list above
SMILES	Gli-Sufu block	APJ agonist	UBC13 polyUb	EBI2 block	CXCR6 block	ATG4B inhibitor	CCR6 antagonist	APJ antagonist
COc1cccc(CNC(=O)C2CCCN(S(=O)(=O)c3c(C)n[nH]c3C)C2)c1 (stereo not drawn)	6	3	-1	1	3	-12	13	1
CC(C)CC(CO)N1CCN(C(=O)c2cccc(C(F)(F)F)c2)CCC1=O (stereo not drawn)	17	4	3	-16	-14	-16	-2	15
CC1CCCCC12NC(=O)N(CC(=O)NCc1ccccc1)C2=O (stereo not drawn)	3	-8	3	-2	-6	8	-9	4
CCCNC(=O)CCNC(=O)[C@H](O)C(C)(C)CO	-3	.	.	-1	1	-6	18	.

New compounds follow.
SMILES	Gli-Sufu block	APJ agonist	UBC13 polyUb	EBI2 block	CXCR6 block	ATG4B inhibitor	CCR6 antagonist	APJ antagonist
CCCN(CCC)C(=O)Cn1c(=O)c2ccccc2n2c(=S)sc(-c3ccccc3C)c12	26	-9	4	34	15	-2	29	25
COc1ccc(CN2CCN(c3cc(C)nc4c5c(C)cc(C)nc5nn34)CC2)cc1F	9	1	15	3	2	-4	4	-1
CCOC(=O)C1CCN(C(c2cc3ccc(C)c(C)c3[nH]c2=O)c2nnnn2C2CCCCC2)CC1 (stereo not drawn)	0	0	?	-7	2	0	-5	3
CCOC(=O)c1ccc(NC(=S)NCCCn2ccnc2)cc1	-3	-2	0	-9	7	0	2	3
COc1cc(/C=C2\SC(=O)N(Cc3ccc(F)cc3)C2=O)cc([N+](=O)[O-])c1O	-3	-9	-80	19	30	11	50*	27
Cc1ccc(OCC(O)CN2CCCC2)cc1 (stereo not drawn)	-12	-3	6	-6	-12	-1	-2	-2
N#CC(C#N)=c1ccc2c(c1)N1C(c3ccccc3)=CC(c3ccccc3)C3CCCCC31N=2 (stereo not drawn)	3	4	-16	-8	12	-2	42	-14
CCn1cnc2c1c(=O)n(CC(=O)NCC(C)C)c(=O)n2Cc1ccccc1	4	-3	0	-6	-1	3	6	-4
O=C1CC(N2CCC(c3nc4ccccc4[nH]3)CC2)C(=O)N1Cc1ccccc1 (stereo not drawn)	4	0	-2	-6	4	-1	-10	7
CC(C)C(NC(=O)c1ccc(Cl)cc1Cl)C(=O)N1CCC1 (stereo not drawn)	6	-1	9	2	-3	2	2	3
COCCCn1cnnc1SCC(=O)Nc1ccc(S(=O)(=O)N2CCCC2)cc1	-12	0	2	-7	-3	5	-1	-16
Cc1cccc(C2(c3cccc(C)c3)CC2C(=O)NCC2CCCO2)c1 (stereo not drawn)	-3	-3	4	-1	10	2	2	8
O=C(COC(=O)c1cccc([N+](=O)[O-])c1)NCc1cccs1	2	-2	6	4	-1	1	-4	2
Cc1nn(CCC(=O)NCCc2ccccc2Cl)c(=O)c2nn(-c3ccccc3)c(C)c12	-10	0	7	-1	5	1	11	12
O=C(O)c1cccc(Nc2nc3ccccc3nc2NS(=O)(=O)c2ccccc2)c1	7	-4	8	-5	-5	-2	-4	8
COc1cc(-c2nc3ccccn3c2/N=C/c2cc(OC)c(O)cc2Cl)ccc1O	-9	-2	-7	-7	4	-25	22	10
Oc1ccc(/C=C/c2ccnc3ccccc23)cc1	0	3	10	-6	-9	-11	0	-4
CCCC(=O)Nc1c(-c2cccc(C)c2)c(=O)c2ccccc2n1C	5	1	4	-8	-1	1	3	3
COc1cc2c(cc1OC)CN(C(=O)CN1C(=O)c3ccc([N+](=O)[O-])cc3C1=O)CC2	6	26	-13	-1	-2	-8	7	-53
Cc1cc(C)c(S(=O)(=O)N2CCC3(CC2)OCCN3S(=O)(=O)c2cccs2)c(C)c1	2	-4	-2	7	-7	10	15	-48
O=C(COC(=O)Cn1cnc2ccccc21)Nc1cccc([N+](=O)[O-])c1	-2	-4	0	-2	6	9	16	0
CC(C)CN1C(=O)c2ccccc2C1(O)Cc1ccccc1 (stereo not drawn)	-5	-4	6	-3	3	-2	6	-3
CCC(=O)C1CCCN(C(=O)CCc2nnc(-c3ccc4c(c3)OCO4)o2)C1 (stereo not drawn)	5	5	-4	2	7	-2	-3	11
O=C1NN(c2ccccc2)C(=O)/C1=C/c1ccc(-c2ccc(C(=O)O)cc2)o1	-6	-4	-34	-1	20	10	34	39
COc1ccc(C(=O)NNC(=O)Cn2nnc(-c3ccc(OC)c(OC)c3)n2)cc1	0	-2	-9	-4	8	-15	11	7
CS(=O)(=O)N(CC(=O)NCc1ccco1)c1ccc(Cl)c(C(F)(F)F)c1	-3	1	5	2	2	-17	13	15
O=C(Nc1ccccc1OC(F)F)c1ccc(Br)o1	18	0	5	1	-14	-5	7	14
O=C(CNC(=O)c1ccc(Cl)cc1)OCC(=O)c1ccc2c(c1)OCCO2	-2	0	-1	-1	8	-17	17	21
Cc1cc(C)nc(NC(=O)c2cc([N+](=O)[O-])cc([N+](=O)[O-])c2)n1	-9	4	-9	-5	3	-7	2	-53
CC(=O)Oc1ccc(C(=O)Nc2cccc(C(=O)c3ccc(C)c(C)c3)c2)cc1	-3	-2	-1	3	-9	2	9	-23
CC(=O)Nc1c(-c2ccccc2)nc2ncccn12	2	-2	10	-4	3	7	5	11
O=C(Nc1ccc2c(c1)C(=O)NC2=O)c1ccc(S(=O)(=O)N2CCCC2)cc1	-3	1	13	-1	5	8	10	-52
CS(=O)(=O)N(CC(=O)N1CCCC1)Cc1ccccc1	-3	-4	7	-3	0	2	-2	8
